Bioassay records as filed in PubChem BioAssay.
A549 viability: A549 cytotoxicity, counter-screen for Nrf2 inhibitors; AID 504648; Potency, µM (titrated, usually from 46 µM), inactives show at the highest dose activity change, negative = cytotoxicity, hits mostly inhibitors; hit rate 0.16% among 390,000; A549 ARE-Fluc cells, CellTiter-Fluor viability, 18-24 h; further: potency means the concentration at half of the fitted maximal effect; on the % scale 0 is the no-effect control and ±100 the full control effect
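Cytotoxicity counterscreen: CellTiter-Fluor fluorescence was measured in A549 ARE_Fluc cells after 18-24 h of compound exposure in a concentration series. The subsequent BugLite luminescent read reports ARE-luciferase activity.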
TGFb SMAD3 inh: inhibitors of TGF-b signaling; HepG2 CAGA-GFP TGF-b/SMAD3 reporter, GFP fluorescence, 18 h; TGF-beta stimulated, 500 pg/mL final; Potency, µM (titrated, usually from 46.1 µM), without a hit: at the highest dose activity, negative = inhibition, actives largely listed as inhibitors; hit rate 1.2% among 410,000; AID 588855; further: potency means the concentration at half of the fitted maximal effect; on the % scale 0 is the no-effect control and ±100 the full control effect; nearly all actives have a fitted effect of over 65% in size
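Per well, imaged GFP fluorescence of HEPG2 CAGA-GFP cells gives the signal; cells get compound, then TGF-beta (500 pg/mL final), 18 h at 37 degrees C; %Activity versus -TGF-beta and +DMSO controls.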
Nrf2 activator: Nrf2 pathway activation | Potency, µM (series often up to 46.1 µM), for the others: at the top dose activation, hits mostly activators | hit rate 0.31% among 410,000 | AREc32 ARE-luciferase reporter (MCF7-derived line), luminescence, 24 h; further: potency means the concentration at half of the fitted maximal effect; % of control where 0% means no effect; nearly all actives have a fitted effect of over 65% in size
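Luciferase luminescence (Steady-Glo, 30 min at room temperature) served as the read-out of ARE activation in AREc32 cells treated with compounds for 24 hr at 37 deg C.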
IL-2 act: activators of IL-2; IL-2 activation reporter assay, cell-based qHTS; stimulated with anti-CD3/CD4/CD28 beads; in transgenic mouse T cells; AID 652025; hit rate 0.065% among 360,000; activation, % (series mostly up to about 46 µM); in the data active means activation above about 50%; inconclusive means mostly about 30% to 49%; further: 0% is about no effect
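Screening format: compound pinned onto unstimulated transgenic mouse T cells, 60 min incubation, then anti-CD3/anti-CD4/anti-CD28 bead stimulation for 18 hours at 37 degrees C, followed by EGFP and DsRed detection.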
Nrf2 inh: Nrf2 pathway inhibition; A549 ARE-Fluc reporter, luciferase luminescence, 18-24 h; Potency, µM (doses to about 46 µM), for the others: at the top dose activity change, negative = inhibition, most hits filed as inhibitors; hit rate 2.1% among 360,000; AID 504444; further: potency means the concentration at half of the fitted maximal effect; on the % scale 0 is the no-effect control and ±100 the full control effect; nearly all actives have a fitted effect of over 60% in size
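A549 ARE_Fluc cells, 5000/well, 5% FBS OPTI-MEM; compounds in dose-response, 18-24 h at 37 °C/5% CO2; CellTiter-Fluor viability read (Ex 405/Em 525), then BugLite luciferase luminescence = Nrf2 activity.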
S2 tox: viability counter-screen for ATXN expression inhibitors; S2 cells (HEK-293 line with an ATXN2-luciferase reporter) viability, CellTiter-Fluor protease fluorescence, 24 h; Potency, µM (series often up to 56.7 µM), most hits filed as cytotoxic; hit rate 0.49% among 400,000; AID 651635; further: potency means the concentration at half of the fitted maximal effect; nearly all actives have a fitted effect of over 40% in size
ATXN2 expr inh: inhibitors of ATXN2 expression; HEK-293 ATXN2-luciferase reporter, luminescence, 24 h; Potency, µM (highest dose often 57 µM), without a hit: at the highest dose activity change, negative = inhibition, hits mostly inhibitors; hit rate 0.72% among 360,000; AID 1745845; further: potency means the concentration at half of the fitted maximal effect; on the % scale 0 is the no-effect control and ±100 the full control effect; nearly all actives have a fitted effect of over 55% in size
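ATXN2-luciferase reporter cells (luciferase flanked by upstream and downstream ATXN2 gene portions) were treated 24 h at 37 °C with compounds at up to 57 uM. SteadyGlo luminescence gave expression; GF-AFC fluorescence gave viability.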
EPAC2 agonist: EPAC2 (human) agonism; EPAC2 activation, biochemical qHTS; response scale: 100% = 6.5 mM cAMP response; Potency, µM (series often up to 154 µM), for the others: at the highest dose activation, usual class: activators; hit rate 0.079% among 360,000; AID 720711; further: potency means the concentration at half of the fitted maximal effect; nearly all actives have a fitted effect of over 50% in size
Target sequence (Q8WZA2 whole entry, looked up): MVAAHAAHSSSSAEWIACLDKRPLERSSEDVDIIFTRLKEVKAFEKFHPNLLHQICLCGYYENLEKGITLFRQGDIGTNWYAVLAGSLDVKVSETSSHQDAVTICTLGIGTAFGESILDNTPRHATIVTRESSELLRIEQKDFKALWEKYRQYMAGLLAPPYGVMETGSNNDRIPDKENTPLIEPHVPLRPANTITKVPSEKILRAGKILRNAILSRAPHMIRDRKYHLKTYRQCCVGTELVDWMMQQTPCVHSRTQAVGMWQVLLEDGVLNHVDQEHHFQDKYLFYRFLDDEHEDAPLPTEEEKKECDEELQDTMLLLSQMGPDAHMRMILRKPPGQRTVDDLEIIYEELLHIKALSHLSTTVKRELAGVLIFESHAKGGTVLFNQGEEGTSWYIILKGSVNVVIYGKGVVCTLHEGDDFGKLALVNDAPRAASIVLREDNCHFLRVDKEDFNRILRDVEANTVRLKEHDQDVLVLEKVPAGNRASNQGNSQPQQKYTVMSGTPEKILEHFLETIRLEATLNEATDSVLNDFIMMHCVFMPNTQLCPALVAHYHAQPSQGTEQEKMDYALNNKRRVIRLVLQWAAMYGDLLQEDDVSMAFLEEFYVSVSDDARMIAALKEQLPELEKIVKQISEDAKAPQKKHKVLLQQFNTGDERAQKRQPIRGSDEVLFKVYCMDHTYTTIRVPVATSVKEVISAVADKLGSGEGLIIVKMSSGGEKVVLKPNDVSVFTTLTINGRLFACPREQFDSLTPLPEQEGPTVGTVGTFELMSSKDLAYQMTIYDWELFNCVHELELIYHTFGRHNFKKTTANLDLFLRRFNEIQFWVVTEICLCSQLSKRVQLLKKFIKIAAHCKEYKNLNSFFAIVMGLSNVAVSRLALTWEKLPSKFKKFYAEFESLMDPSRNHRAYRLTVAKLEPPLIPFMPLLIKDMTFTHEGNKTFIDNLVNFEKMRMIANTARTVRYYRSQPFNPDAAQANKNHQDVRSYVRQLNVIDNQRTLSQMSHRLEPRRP
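Compounds were titrated in qHTS against a Rap1B-BODIPY-GDP (250 nM) complex with EPAC2 (100 nM) and GDP (50 uM). BODIPY-GDP release tracked at 480/540 nm over 30 min at room temperature, normalized to 6.5 mM cAMP.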
HepG2 viability: counter-screen for TGF-b inhibitors: cytotoxicity in HepG2 cells | HepG2 CAGA-GFP viability, ATP luminescence, 18 h | Potency, µM (series often up to 46.1 µM), for inactives: top-dose activity change, negative = cytotoxicity, usual class: cytotoxic | hit rate 0.76% among 410,000 | AID 588856; further: potency means the concentration at half of the fitted maximal effect; some results filed as inactive show a strong effect at the top dose
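CellTiter-Glo luminescence gave cytotoxicity after 18 hours at 37 degrees C. The cells were HepG2 CAGA-GFP in 1% FBS DMEM, stimulated with 500 pg/mL TGF-beta after compound addition. %Activity was normalised to no-cell wells (complete cell-killing) and DMSO (no toxicity), and curves were fitted and classified.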
An asterisk follows results filed as active; i = inactive; ? = inconclusive; . = not tested or not shown; [ ] = remark or other dose. Unless noted, the call rests on the fitted dose curve; in most records, active means well fitted curve in the direction sought with a large enough effect; inconclusive means small, poorly fitted or top-dose-only effect, or another doubt; inactive means no such curve, though single readings can be large; an effect the other way counts as inactive or inconclusive.

The opening three compounds (preview)
SMILES	A549 viability	TGFb SMAD3 inh	Nrf2 activator	IL-2 act	Nrf2 inh	S2 tox	ATXN2 expr inh	EPAC2 agonist	HepG2 viability
CCCCCn1c(SCC#N)nc2cc(C(=O)NCC3CCCO3)ccc2c1=O (stereo not given)	-12%	-9%	0.1%	0.4	?	?	-35%	-5%	-2%
C[C@H](CO)N1C[C@H](C)[C@@H](CN(C)Cc2ccc3cccnc3c2)OCc2cnnn2CCCC1=O	.	12%	-0.8%	0.2	.	i	0%	7%	-26%
COCCCNC(=O)CC(=O)N/N=C\c1ccc(SC)cc1	-2%	6%	0.3%	1.3	20%	i	1%	-3%	0%

All compounds of this part, previewed entries included:
SMILES	A549 viability	TGFb SMAD3 inh	Nrf2 activator	IL-2 act	Nrf2 inh	S2 tox	ATXN2 expr inh	EPAC2 agonist	HepG2 viability
CCCCCn1c(SCC#N)nc2cc(C(=O)NCC3CCCO3)ccc2c1=O (stereo not given)	-12%	-9%	0.1%	0.4	?	?	-35%	-5%	-2%
C[C@H](CO)N1C[C@H](C)[C@@H](CN(C)Cc2ccc3cccnc3c2)OCc2cnnn2CCCC1=O	.	12%	-0.8%	0.2	.	i	0%	7%	-26%
COCCCNC(=O)CC(=O)N/N=C\c1ccc(SC)cc1	-2%	6%	0.3%	1.3	20%	i	1%	-3%	0%
O=S(=O)(c1ccc2[nH]c3c(c2c1)CCCCC3)N1CCN(c2ccccc2)CC1	4%	?	-0.2%	.	?	?	-29%	.	2%
Cc1cccc(C(=O)NCC(=O)OCC(=O)N2CCN(S(=O)(=O)c3ccc(C)cc3C)CC2)c1	2%	1%	-0.5%	0.2	2%	i	-6%	9%	-3%
COCCNC(=O)Cn1cc(/C=C(\C#N)C(=O)NC2CCCC2)c2ccccc21	-2%	4%	0.5%	0.6	-3%	i	.	3%	-5%
Cc1cc(NC(=O)CSc2cc(C)c3ccccc3n2)no1	-3%	10%	0.2%	-0.3	-5%	i	-1%	1%	1%
O=[N+]([O-])c1ccccc1/C=C/C=N/n1c(-c2ccco2)n[nH]c1=S	-4%	-5%	10µM*	-0.4	7%	i	-5%	-12%	4%
O=c1oc2c(CN3CCOCC3)c(O)ccc2c2c1CCCC2	9%	-4%	5.8%	-0.4	-22%	i	-19%	12%	-36%
Cc1ccc(C)c(N=Nc2ccc(O)c3ncccc23)c1	?	1%	3.8%	0.3	?	?	?	6%	-16%
COc1cc(CC(=O)NCC2COc3ccccc3O2)cc(OC)c1OC (stereo not given)	2%	8%	-0.3%	-1.6	-4%	i	.	9%	-27%
C=CCn1c(SCC(=O)Nc2ccc(F)cc2)nc2cc(C(=O)O)ccc2c1=O	4%	11%	-0.3%	-3.1	11%	i	5%	8%	10%
O=C1NN(c2ccccc2)C(=O)/C1=C\c1ccc(-c2cc([N+](=O)[O-])ccc2O)o1	-19%	1%	-0.8%[9.22 µM]	-2.6	-4%	i	-3%	-23%	-3%
Cc1ccccc1CSc1nc2c(sc3ccccc32)c(=O)n1CCCC(=O)NCCCOC(C)C	-5%	-1%	0.5%	.	0%	.	.	.	-4%
Cc1ccccc1NC1=NS(=O)(=O)c2ccccc21	1%	-2%	0.3%	-0.8	10%	i	2%	6%	-8%
Cc1cc(Cl)c(OCCCNCc2ccccc2)c(Br)c1	-4%	?	-0.2%	-1.1	3%	?	?	8%	10µM*
O=C(CSc1ncccn1)N/N=C/c1ccc(OC2CSC2)cc1	0%	6%	1.3%	-0.9	-17%	?	.	3%	0%
CCOC(=O)C1CCN(CCC(=O)Nc2ccc(OC)cc2)CC1	4%	-9%	-0.3%	.	3%	i	5%	.	-28%
Cc1ccc(S(=O)(=O)/N=C(\N)Nc2nc(C)c3cc(C)c(C)cc3n2)cc1	0%	17%	0.2%	1.3	.	i	-2%	-7%	-2%
Cc1cccc(C(=O)Nc2nnc(SCC(=O)Nc3ccc4c(c3)oc3ccccc34)s2)c1	-3%	0%	3.7%	1.3	18%	?	-18%	2%	4%
CCC(Sc1nnc(C)n2c1cc1occc12)C(=O)Nc1ccccc1OC (stereo not given)	-2%	0%	1.2%	.	?	.	.	.	7%
CCOC(=O)c1ccc(NC2=CC(=O)CC(c3ccco3)C2)cc1 (stereo not given)	4%	1%	0.2%	2.7	-9%	i	3%	-2%	-39%
CC1CC(=O)N(c2ccc(NCCc3ccccc3)c([N+](=O)[O-])c2)C1=O (stereo not given)	-16%	-7%	2.3%	-1.9	2%	?	20%	29%	-1%
Cc1ccc(NC(CC(=O)c2ccccc2)c2ccc(F)cc2)cc1 (stereo not given)	5%	-15%	19%	-1.4	?	i	27%	4%	-23%
COc1ccc(CN2CCN(Cc3cn(C)nc3-c3ccccc3)CC2CCO)c(C)c1C (stereo not given)	-1%	0%	2.5%	1.9	19%	i	-26%	0%	3%
CCOc1ccc(Br)cc1S(=O)(=O)N1CCCN(C)CC1	1%	-1%	-0.5%	-0.7	0%	i	-16%	7%	-6%
CC1CN(C)C(c2ccccc2)C(C)C12NC(=O)NC2=O (stereo not given)	-3%	4%	0.1%	0.4	2%	i	-1%	-6%	-22%
Cc1nc2ccccc2c(C)c1CC(=O)N(CC(C)C)c1c(N)n(Cc2ccccc2)c(=O)[nH]c1=O	0%	2%	-0.1%	-0.3	0%	i	-4%	-2%	-20%
CCN(CC)C(=O)CSc1nnc(-c2ccncc2)n1N	4%	48%[activator]	0.2%	3.4	12%	?	-4%	6%	-1%
COc1cc(CNC2CCC(C)C2)cc(OC)c1 (stereo not given)	7%	2%	0.1%	-2.3	.	i	-8%	-7%	-50%
Cc1c(Cl)cccc1NC(=S)NCc1ccco1	-6%	-16%	3.6%	-0.2	?	i	.	4%	-4%
N#CC1=C(N)Oc2c(ccc3cccnc23)C1c1ccncc1 (stereo not given)	2%	-3%	5.2%	-1.3	-7%	i	1%	2%	16%
COC(=O)Cc1ccc(NC(=S)N2CCN(C(=O)C3CCCO3)CC2)cc1 (stereo not given)	-3%	0%	0.2%	-2.8	5%	i	1%	1%	-10%
O=C(NCCc1ccccc1)C(=O)c1cn(CC(=O)N2CCCC2)c2ccccc12	-6%	-12%	0.3%	-1.1	1%	i	-3%	1%	-10%
CNC(=O)c1ccc(CN(C)C(=O)c2cc(C3CC3)nc3c2cnn3C(C)C)cc1	.	2%	2.0%	-2.4	.	i	.	2%	0%
O=C(CN1C(=O)c2ccccc2C1=O)Nc1cccc([N+](=O)[O-])c1	10%	4%	2.8%	1.9	10%	i	-3%	0%	0%
N=c1n(Cc2ccccc2Cl)c2ccccc2n1CC(O)c1ccco1 (stereo not given)	3%	?	-0.2%	0.1	3%	i	-2%	2%	-7%
Cc1ccnc(NS(=O)(=O)c2ccc(NC(=O)c3nc(SC(C)C)ncc3Cl)cc2)n1	-14%	-13%	3.9%	.	-26%	i	-2%	.	-43%
O=C(CCS(=O)(=O)c1ccccc1)NC12CC3CC(CC(C3)C1)C2	-9%	-2%	0.0%	0.8	?	i	61%[activator]	6%	3%
Cc1cccc(NC(=O)Cn2ncc3c4ccccc4n(Cc4ccccc4)c3c2=O)c1C	12%	-14%	0.2%	.	0%	i	6%	.	-1%
CC1(C)Cc2c(c(N3CCOCC3)nc3snc(Br)c23)CO1	0%	-4%	3.5%	-1.7	?	i	-3%	6%	-8%
O=C(Cc1cccs1)Nc1ccccn1	2%	-6%	3.3%	1.4	17%	i	14%	6%	2%
Cc1nnc(SCC(=O)NC2CCCC2)s1	-6%	-4%	0.0%	-2.3	-10%	i	1%	2%	-4%
Cc1cc2c(c(SCC(N)=O)n1)C(=O)OC2	-2%	6%	0.6%	0.2	-14%	i	-8%	3%	-3%
Cc1oc(C(N)=O)cc1COc1ccc(C(N)=O)cc1	-11%	-19%	0.6%	2.3	-15%	.	2%	11%	-22%
Cc1ccc(S(=O)(=O)N2CCN(CCNC(=O)C(=O)NCc3ccccc3)CC2)cc1	1%	4%	0.4%	1.7	-9%	i	2%	20%	-12%
O=C(NC(O)C(=O)c1ccc(F)cc1)c1ccc(F)cc1 (stereo not given)	-4%	-15%	-0.1%	0.0	0%	i	.	5%	4%
CC(=O)Nc1ccc(SC[C@H](Cc2ccccc2)N2CC[C@@H](O)CCC2=O)cc1	5%	-8%	0.0%	-0.4	6%	i	8%	8%	4%
CC(C)NC(=O)C1(C)CCN1C(=O)c1ccccc1Oc1ccccc1 (stereo not given)	.	21%	-1.2%	-1.0	.	i	4%	8%	3%
O=C(O)C1C2CCC(C2)C1C(=O)Nc1nc2ccccc2s1 (stereo not given)	10%	0%	0.0%	1.4	?	i	10%	1%	-2%
COc1ccc(-c2c(C)c3cc(O)ccc3oc2=O)cc1OC	3%	-5%	3.2%	0.2	2%	i	.	10%	1%
C(=N\N1CCN(Cc2cccc3ccccc23)CC1)/c1ccco1	0%	6%	0.1%	-0.2	-3%	i	-4%	?	-24%
N#CCC(=O)N/N=C/c1cn(Cc2ccccc2C#N)c2ccccc12	-7%	29%	-0.3%	-0.6	-2%	i	-12%	4%	6%
COc1ccccc1-c1csc(C(O)c2cccc(Cl)c2)n1 (stereo not given)	.	?	0.0%	-0.1	.	i	7%	23%	-49%

Exported field by field: two of the compounds above
SMILES: C(=N\N1CCN(Cc2cccc3ccccc23)CC1)/c1ccco1
  A549 viability: 0% | TGFb SMAD3 inh: 6% | Nrf2 activator: 0.1% | IL-2 act: -0.2 | Nrf2 inh: -3% | S2 tox: i | ATXN2 expr inh: -4% | EPAC2 agonist: ? | HepG2 viability: -24%
SMILES: N#CCC(=O)N/N=C/c1cn(Cc2ccccc2C#N)c2ccccc12
  A549 viability: -7% | TGFb SMAD3 inh: 29% | Nrf2 activator: -0.3% | IL-2 act: -0.6 | Nrf2 inh: -2% | S2 tox: i | ATXN2 expr inh: -12% | EPAC2 agonist: 4% | HepG2 viability: 6%
